# Compound activity (PubChem BioAssay)
# Rin1 Abl inh: inhibitors of Rin1-Abl protein binding, primary screen, biochemical, TR-FRET | AID 588664, 2011 | inhibition, % at 7.35 µM | 360,000 tested, 0.4% active | Tyrosine-protein kinase ABL1 (Homo sapiens) + Ras and Rab interactor 1 (Homo sapiens), …; in the data active = inhibition above about 5%, passing the limit was not always enough
# CSN deneddyl inh: inhibitors of CSN-mediated cullin deneddylation, primary screen, biochemical, fluorescence polarization, uHTS | COP9 signalosome complex subunit 5 (Homo sapiens), Q92905 | 360,000 tested, 0.38% active | Purified CSN, SCF-Nedd8-OG deneddylation | inhibition, % at 12.5 µM;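 active = pattern-corrected inhibition above about 35%, with an unprinted fluorescence ratio check between 0.5 and 1.5, limit read from the data, passing the limit was not always enough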;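 note: 0% = enzyme with substrate and 100% = substrate without enzyme; some results filed as inactive read as strong as hits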
# Target sequence (Q92905 whole entry, looked up, one chain of several): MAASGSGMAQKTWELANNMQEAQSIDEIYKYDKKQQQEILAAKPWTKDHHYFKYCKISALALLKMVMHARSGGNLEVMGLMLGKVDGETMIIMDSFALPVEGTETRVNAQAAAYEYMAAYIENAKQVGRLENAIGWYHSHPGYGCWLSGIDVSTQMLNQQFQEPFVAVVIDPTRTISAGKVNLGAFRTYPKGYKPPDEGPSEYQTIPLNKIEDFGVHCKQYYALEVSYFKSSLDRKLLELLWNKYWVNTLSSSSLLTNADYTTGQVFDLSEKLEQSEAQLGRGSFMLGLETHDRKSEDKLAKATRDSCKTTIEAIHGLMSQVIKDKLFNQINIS
#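 Assay system: purified human Csn5 enzyme expressed in HEK293T cells; Input: 0.24 nM Csn5 enzyme, final concentration; Reagent: 10 nM SCFSkp2-Nedd8OG; Compound dosing: 12.5 µM single point; Times: reaction 90 min, room temperature; Technique: fluorescence polarization readout.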
# NadD block: inhibitors of S. aureus NadD, primary screen, biochemical, colorimetric, uHTS; 360,000 tested, 0.78% active; inhibition, % at 20 µM; purified NadD enzyme, colorimetric absorbance read-out; Nicotinate-nucleotide adenylyltransferase NadD (Staphylococcus aureus N315); in the data active = inhibition above about 26%; note: some compounds past the cut are filed as inactive
# Neddyl block: inhibitors of cullin neddylation, primary screen, biochemical, TR-FRET, uHTS, NAE and Ubc12; 360,000 tested, 0.58% active; NEDD8-conjugating enzyme Ubc12 (Homo sapiens) + NEDD8-activating enzyme E1 regulatory …; calls only at 25 µM; in the data active = inhibition above about 36%
# DNMT1 block: human DNMT1 methyltransferase inhibitors, primary screen, biochemical, molecular beacon, fluorescence, HinP1I cleavage, uHTS | inhibition (reported as % activation of signal), % at 10 µM | 360,000 tested, 0.83% active | AID 588458, 2011; in the data active = inhibition above about 50%
# LMPTP block: LMPTP phosphatase inhibitors, primary screen, biochemical, fluorescence intensity, uHTS. Low molecular weight phosphotyrosine protein phosphatase (Homo sapiens), P24666. recombinant LMPTP-A, OMFP fluorogenic substrate. inhibition, % at 20 µM. 360,000 tested, 0.22% active. AID 651560, 2012;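 active = compounds that cut the enzyme signal by at least half of the control window in the single-dose screen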;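 note: plate controls were DMSO wells with enzyme plus substrate for no effect and substrate without enzyme for full effect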
# Target sequence (P24666 whole entry, looked up): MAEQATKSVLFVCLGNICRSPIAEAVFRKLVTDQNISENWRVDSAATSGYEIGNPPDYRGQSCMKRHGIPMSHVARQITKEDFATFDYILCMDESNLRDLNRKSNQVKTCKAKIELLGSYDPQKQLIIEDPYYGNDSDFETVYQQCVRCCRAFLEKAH
#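 Assay system: LMPTP-A, protein tyrosine phosphatase of low molecular weight / Medium: pH 6.0 Bis-Tris buffer with DTT and Triton X-100 / Schedule: 50 min enzyme reaction at room temperature, protected from light / Measured by: endpoint fluorescence intensity from OMFP dephosphorylation / Read-out basis: % inhibition relative to no-enzyme and uninhibited control wells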
# SUMO1-SIM PPI: modulators of SUMO1 protein-protein interactions, primary screen, biochemical, uHTS | Small ubiquitin-related modifier 1 (Homo sapiens), P63165 | SUMO1 binding to a labelled peptide, TR-FRET, 1 h | inhibition, % at 20 µM | 360,000 tested, 0.33% active | AID 602429, 2012; in the data active = inhibition above about 37%
# STEP inh: STEP phosphatase inhibitors, primary screen, biochemical, fluorescence intensity, uHTS | Tyrosine-protein phosphatase non-receptor type 5 (Homo sapiens), P54829 | recombinant STEP, OMFP fluorogenic substrate | inhibition, % at 20 µM | 360,000 tested, 0.25% active | AID 588621, 2011;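 active = inhibition at 20 µM, scaled per plate between control wells, above about 37%, limit read from the data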;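 note: 0% = DMSO with enzyme and substrate and 100% = substrate only without enzyme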
# Target sequence (P54829 whole entry, looked up): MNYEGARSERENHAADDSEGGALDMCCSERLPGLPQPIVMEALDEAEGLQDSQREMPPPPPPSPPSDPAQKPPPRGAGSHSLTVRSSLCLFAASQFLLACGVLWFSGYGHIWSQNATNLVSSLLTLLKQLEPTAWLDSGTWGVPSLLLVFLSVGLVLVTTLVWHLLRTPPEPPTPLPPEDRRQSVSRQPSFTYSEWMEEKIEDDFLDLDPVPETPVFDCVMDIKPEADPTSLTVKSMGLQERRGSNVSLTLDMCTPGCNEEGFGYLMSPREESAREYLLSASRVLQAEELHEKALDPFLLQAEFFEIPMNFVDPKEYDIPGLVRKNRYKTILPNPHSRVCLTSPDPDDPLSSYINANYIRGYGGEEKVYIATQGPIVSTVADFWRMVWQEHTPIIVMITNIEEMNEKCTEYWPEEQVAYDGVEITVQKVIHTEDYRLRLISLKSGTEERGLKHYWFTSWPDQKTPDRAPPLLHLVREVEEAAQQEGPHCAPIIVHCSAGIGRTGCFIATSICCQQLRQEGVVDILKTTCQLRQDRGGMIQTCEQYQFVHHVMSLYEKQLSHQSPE
#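 Assay system: isolated STEP enzyme. Buffer or medium: pH 6.0 Bis-Tris with DTT and Tween 20. Also added: fluorogenic phosphatase substrate OMFP at 25 µM final. Dosing: 20 µM, 1% DMSO. Timing: 20 min reaction, room temperature, in the dark. Measured by: fluorescence intensity, excitation 480 nm, emission 540 nm. Evaluation: normalized % inhibition.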
# Scp-1 inhibitor: Scp-1 phosphatase inhibitors, primary screen, biochemical, colorimetric, uHTS; Carboxy-terminal domain RNA polymerase II polypeptide A small phosphatase 1 (Homo …; AID 493091, 2011; inhibition, % at 20 µM; Recombinant Scp1, phosphopeptide, malachite green phosphate absorbance; 340,000 tested, 0.88% active;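 active = inhibition above about 50% at 20 µM, limit read from the data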;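 note: plate controls were DMSO wells with enzyme for no effect and wells lacking enzyme for full effect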
#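 assay system = SCP-1 phosphatase catalytic domain, residues 76-261 | buffer or medium = 50 mM Tris acetate pH 5.5, 0.005% Tween-20, 10 mM MgCl2 | incubation = enzyme reaction 45 min at room temperature, colour 5 min, stabilisation 30 min | signal = Phosphate-binding colour reagent, absorbance read at 630 nm | measure = % inhibition at 20 µM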
# Rpn11 inh: Rpn11 (PSMD14) deubiquitinase inhibitors, primary screen, biochemical, fluorescence polarization, uHTS; calls only at 20 µM; AID 588493, 2011; 360,000 tested, 0.59% active; human 26S proteasome, Ub4-pepOG fluorescence polarization; 20S core pre-blocked with epoxomicin;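 active = inhibition at 20 µM, scaled to each plate's controls, above about 33%, limit read from the data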
# Starred values were filed as active, the others as inactive; i = inactive; · = no result given.
Structure	Rin1 Abl inh	CSN deneddyl inh	NadD block	Neddyl block	DNMT1 block	LMPTP block	SUMO1-SIM PPI	STEP inh	Scp-1 inhibitor	Rpn11 inh
CCCC[C@@H]1CNC(=O)C(=O)N1CCCCC1CCCCC1	·	1	6	i	·	-1.0	7	·	·	·
COc1cccc(Oc2cncnc2-c2ccc(OC)cc2O)c1	-1	3	-5	i	-2	1.2	1	-1	-8	i
CCN(CC)S(=O)(=O)c1ccc(=O)n(CC(=O)N2Cc3ccccc3CC2C(N)=O)c1 (centres undefined)	4	1	-4	i	11	-0.3	-1	-4	1	i
Cc1ccccc1-n1c(SCc2ccccn2)nc2n[nH]c(C)c2c1=N	2	1	4	i	-5	-2.4	6	-3	-1	i
COc1cc2ccccc2cc1C(=O)Nc1ccc(NC(=O)c2cccs2)cc1	2	0	9	·	-1	1.3	-2	1	-7	i
Cc1ccc(NC(=O)CCC(C(=O)O)N2C(=O)c3ccccc3C2=O)cc1 (centres undefined)	2	0	1	i	3	1.5	-4	1	-2	i
Cc1ccccc1N1C(=O)CC2(CCCC2)CC1=O	-1	-1	1	i	2	-1.4	2	1	-7	i
CCn1cc(CNC(=O)c2ccc3nc(Cc4ccc(OC)cc4)oc3c2)cn1	-5	6	-3	i	-1	-0.6	-4	-1	-6	i
Cc1cc2cc(C)c(SCC(=O)NCc3ccco3)nc2cc1C	0	3	-4	i	0	1.1	0	0	-8	i
COC(=O)c1ccccc1OCC(=O)NC1CCCCC1	4	1	-3	i	0	-1.2	-1	2	-4	i
O=Cc1cc2ccccc2nc1SCCCF	1	1	-4	i	3	0.9	-12	-5	-7	i
CCC1S/C(=N/C(=O)NC2CCCCC2)NC1=O (centres undefined)	3	0	0	i	2	-1.5	-1	0	-8	i
CCCCCC(=O)N1C[C@@H](n2cc(COC(=O)c3ccccc3)nn2)[C@H](O)C[C@@H]1c1ccc(Cl)cc1	-7	4	-5	i	-7	2.2	5	2	·	i
COC(=O)c1ccc(COc2c(F)c(F)cc(F)c2F)o1	0	5	-2	i	7	0.7	3	5	22	i
COC(=O)c1ccc(NC(=O)CCS(=O)(=O)c2ccc3c(c2)NC(=O)C(C)S3)cc1 (centres undefined)	3	-1	-4	i	-1	0.9	6	0	1	i

# Already shown: an excerpt of the list.
Structure	Rin1 Abl inh	CSN deneddyl inh	NadD block	Neddyl block	DNMT1 block	LMPTP block	SUMO1-SIM PPI	STEP inh	Scp-1 inhibitor	Rpn11 inh
CCCC[C@@H]1CNC(=O)C(=O)N1CCCCC1CCCCC1	·	1	6	i	·	-1.0	7	·	·	·
COc1cccc(Oc2cncnc2-c2ccc(OC)cc2O)c1	-1	3	-5	i	-2	1.2	1	-1	-8	i
CCN(CC)S(=O)(=O)c1ccc(=O)n(CC(=O)N2Cc3ccccc3CC2C(N)=O)c1 (centres undefined)	4	1	-4	i	11	-0.3	-1	-4	1	i

# (further entries)
Structure	Rin1 Abl inh	CSN deneddyl inh	NadD block	Neddyl block	DNMT1 block	LMPTP block	SUMO1-SIM PPI	STEP inh	Scp-1 inhibitor	Rpn11 inh
O=C(Nc1ccccc1)OCC1COC(c2ccccc2)(c2ccccc2)O1 (centres undefined)	6	-5	-1	i	-7	3.6	5	-1	-16	i
OCCCNc1ncnc2sc(-c3ccccc3)cc12	-4	-1	2	i	-5	2.2	-12	-1	7	i
O=C(NCCC1CCCCN1S(=O)(=O)c1cccs1)C(=O)Nc1ccc(F)cc1 (centres undefined)	3	0	-9	i	-1	0.6	0	-1	-6	i
COc1ccc(C(=O)NC(C)c2nnc(SCC(=O)NC3=NCCS3)n2C)cc1 (centres undefined)	-3	-1	-3	i	0	-0.9	2	-1	-1	i
CCn1c(C)c(C)c2cc(C(=O)NCCCN3CCN(C)CC3)ccc21	1	0	1	i	1	-8.0	-8	-1	-2	i
COc1ccc(S(=O)(=O)Nc2ccccn2)cc1	1	2	-2	i	-3	-1.4	5	-2	-2	i
CCS(=O)(=O)c1nc(S(=O)(=O)c2ccc(Cl)cc2)c(N2CCC3(CC2)OCCO3)s1	5	2	-9	i	-1	-1.4	-1	-3	-6	i
CCN(CC)S(=O)(=O)c1cccc(NC(=O)COC(=O)/C=C/c2cccs2)c1	0	6	-12	i	-3	1.6	-18	1	-4	i
CC1CCCC(C)N1C(=O)COC(=O)CCC1CCCC1 (centres undefined)	5	2	4	i	-1	-0.8	0	-1	-1	i
CCCc1nc(SC)[nH]c(=O)c1C	0	1	3	i	1	-1.8	4	-2	26	i
CCc1cc2c(=O)n(Cc3ccccc3)c(SC3CCOC3=O)nc2s1 (centres undefined)	-4	1	-8	i	-2	1.4	4	2	-10	i
Cc1ccc(SCC(=O)NCc2ccc(F)cc2)cc1	-5	-12	-6	i	2	-0.2	3	3	-4	i
CN(C)S(=O)(=O)c1cccc(NC(=O)CSc2nncn2-c2ccccc2)c1	-1	-3	-7	i	0	-0.9	0	-2	-3	i
COC(=O)c1cn(CC(=O)NC2CCCCC2)c2ccccc12	3	-1	1	i	5	-1.1	2	-2	-1	i
O=[N+]([O-])C(/C=C(\Cl)[N+](=O)[O-])=C(N1CCCCC1)N1CCCCC1	-8	7	-6	i	0	5.1	-11	4	0	i
CC(C)(C)C(=O)Nc1ccc(C(=O)COC(=O)C2CC2)cc1	9	-1	-5	i	1	-0.8	3	-6	4	i
COc1ccc(NC(=O)CNS(=O)(=O)c2cccs2)c(OC)c1	2	-4	2	i	3	-0.7	1	-6	6	i
COc1ccc(NC(=O)CN(C)CC(=O)c2c(C)[nH]c3ccccc23)cc1	-2	6	5	i	-1	0.3	-1	2	3	i
CN(C(=O)COC(=O)c1ccccc1C(=O)N(C)c1ccccc1)c1ccccc1	-1	4	2	i	1	0.5	-7	0	-7	i
COc1cccc(CN(C)C(=O)c2cc(-c3ccc(F)cc3)nc3ccccc23)c1	-1	-8	9	i	-2	1.7	-5	0	-2	i
CON(C)c1nc(Oc2ccc(=O)[nH]n2)nc(N(C)C)n1	-3	-2	-4	i	2	-2.9	-2	-2	-7	i
COc1ccc(C(=O)C(C)OC(=O)CNC(=O)C2CCCCC2)cc1 (centres undefined)	-2	3	0	i	-1	0.1	2	1	2	i
COc1ccc(/C=C(/NC(=O)c2ccccc2OC)C(=O)Nc2ccc(C(=O)O)cc2)cc1	3	-3	-2	i	3	-0.6	-4	8	1	i
COc1cc([C@@H]2CC=C(C(=O)O)[C@H](c3ccc(C)cc3)N2S(=O)(=O)c2ccc(C)cc2)cc(OC)c1OC	-4	-2	3	i	1	-1.8	8	-1	-14	i
Cc1ccc(C)c(S(=O)(=O)N2CCN(C(=O)c3ccc(C)s3)CC2)c1	0	1	-5	i	1	-0.6	-1	0	-11	i
CC(=O)C1C(c2ccncc2)NC(=O)NC1(O)C(F)(F)F (centres undefined)	3	2	3	i	-4	0.1	2	-9	2	i
CCN(CC)S(=O)(=O)c1ccc(NS(=O)(=O)c2ccc3oc(=O)[nH]c3c2)cc1	3	5	-1	i	1	-0.5	9	-2	-3	i
CN(CC(=O)NCCc1ccc(F)cc1)CC(=O)Nc1ccc(F)c(F)c1F	0	2	-6	i	0	-0.5	0	-1	7	i
COc1ccc(NC(=O)Cc2nnc(SCC(=O)NC3=NCCS3)n2C)cc1	0	1	-4	i	1	-1.2	10	3	-5	i
c1cnc2ccc3c(c2c1)COCO3	1	-5	-1	i	-1	16	2	-1	7	i
Cc1ccc(NC(=O)c2sc3nc(N4CCOCC4)c4c(c3c2N)CC(C)(C)OC4)cc1	-2	2	0	i	1	-2.1	-26	-2	-2	i
Cc1ccccc1NC(=O)CN1C(=O)N/C(=C\c2ccc(N3CCOCC3)c(F)c2)C1=O	2	-2	-5	i	8	-0.2	-12	4	-3	i
CCNC(=O)CN(c1ccc(OC)c(OC)c1)S(=O)(=O)c1ccccc1	-3	3	-1	i	3	0.6	0	0	1	i
CCOC(=O)COc1ccc(Oc2nc(C)cc(OC)n2)nn1	0	1	-2	i	1	0.0	-2	-1	-1	i
O=C(Cn1c(CO)nc2ccccc21)Nc1ccccc1Cl	-3	-3	-5	i	-5	-0.2	1	-4	-6	i
COc1cc(C2c3[nH]c4ccccc4c3CCN2Cc2cn(C)nc2C)ccc1F (centres undefined)	-4	-2	-5	·	0	3.5	-12	1	-1	i
CN1/C(=C\C=C2/SC(=S)N(CC(=O)O)C2=O)C(C)(C)c2ccccc21	-9	-74	9	i	7	28	20	-90	7	·
O=C1CC(c2cccc(Br)c2)C2=C(COC2=O)N1 (centres undefined)	2	-12	0	i	1	0.8	0	-3	-3	i
CCOc1ccc(/C(CCC(=O)O)=N/NC(=S)NC(C)C)cc1	1	-8	-2	i	2	0.8	2	0	-2	i
COc1ccc(Cc2c(N)nc(C)nc2N)cc1	2	-10	-2	i	0	7.6	0	0	-6	i
O=C(Nc1ccc(N2CCN(C(=O)c3ccco3)CC2)cc1)c1ccccc1Br	2	-4	-1	i	-4	0.1	2	5	-8	i
Cc1ccc(O)c(NC(=O)c2noc(C(C)C)c2[N+](=O)[O-])c1	0	-1	-1	i	-3	0.4	-4	-2	-3	i
Cc1ccc(N)cc1-n1c(C)ccc1C	0	7	12	i	-20	5.4	-1	-1	3	i
C/C(=N\NC(=S)NC1CCCCC1)c1ccc(C#N)cc1	-2	-1	-8	i	3	-1.3	-4	0	-10	i
COc1cc(CNCc2cc(OC)c(OC)c(OC)c2)cc(OC)c1	4	-2	-10	i	0	-1.5	2	-4	-5	i
CCCCN(C(=O)c1ccc([N+](=O)[O-])o1)c1c(N)n(CCCC)c(=O)[nH]c1=O	-1	-6	5	i	-2	-0.5	-28	0	-2	i
